High-throughput results: PubChem, Sanford-Burnham Center for Chemical Genomics
hIAP inh: human IAP inhibitors, primary screen, biochemical, luminescence, uHTS | AID 2544, 2010 | Intestinal-type alkaline phosphatase (Homo sapiens), P09923 | 0.12% of 330,000 active | purified IAP, CDP-Star luminescence, 30 min | inhibition, % at 10 µM;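 active means inhibition reaching a set limit with compound at 10 µM in the primary screen, cut at about 35% in these data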;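 further: plate controls were DMSO wells with enzyme for no effect and no-enzyme buffer wells for full effect; values of inactives mirror those of a sister screen read the other way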
Target sequence (P09923 whole entry, looked up): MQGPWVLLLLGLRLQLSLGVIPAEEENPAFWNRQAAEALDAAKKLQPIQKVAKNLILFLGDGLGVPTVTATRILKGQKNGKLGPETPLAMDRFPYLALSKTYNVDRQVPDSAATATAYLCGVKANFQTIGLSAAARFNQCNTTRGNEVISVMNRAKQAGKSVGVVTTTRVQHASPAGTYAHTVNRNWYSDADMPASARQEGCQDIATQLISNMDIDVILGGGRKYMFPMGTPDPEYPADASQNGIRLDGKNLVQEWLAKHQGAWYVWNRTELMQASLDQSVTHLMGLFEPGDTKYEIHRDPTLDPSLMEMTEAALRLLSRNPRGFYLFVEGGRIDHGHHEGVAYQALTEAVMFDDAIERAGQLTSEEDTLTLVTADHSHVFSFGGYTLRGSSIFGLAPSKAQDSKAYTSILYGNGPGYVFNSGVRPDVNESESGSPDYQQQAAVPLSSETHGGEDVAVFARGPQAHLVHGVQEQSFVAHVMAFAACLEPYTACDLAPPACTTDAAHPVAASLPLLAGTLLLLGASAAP
APOBEC3G inh: APOBEC3G DNA deaminase inhibitors, primary screen, biochemical, fluorescence, single-stranded DNA substrate, uHTS | inhibition, % at 20 µM | 0.28% of 330,000 active | recombinant A3G, ssDNA deamination FAM/TAMRA fluorescence;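 active means inhibition of at least 40% at 20 µM, with no more than 30% in the related APOBEC3A deaminase screen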;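 further: plate controls were DMSO wells with A3G for no effect and wells lacking A3G enzyme for full effect; some compounds called inactive have numbers as strong as hits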
mIAP block: inhibitors of mouse IAP, primary screen, biochemical, luminescence, uHTS. purified mouse IAP, CDP-Star luminescence, 30 min. inhibition, % at 10 µM. 0.2% of 330,000 active;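 active means inhibition of at least 40% at 10 µM in the primary screen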;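 further: plate controls were DMSO with enzyme for no effect and no enzyme wells for full effect; values of inactives mirror those of a sister screen read the other way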
SENP1 inh: human SENP1 catalytic domain inhibitors, primary screen, biochemical, FRET, uHTS. 0.21% of 360,000 active. inhibition, % at 10 µM. recombinant SENP1 catalytic domain, CyPet-SUMO1-YPet FRET cleavage;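 active means inhibition at least 30% at 10 µM, raw YFP signal under a set limit, fluorescence ratio 0.5 to 1.5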;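 further: 0% = enzyme with DMSO and 100% = no enzyme wells; some results filed as inactive read as strong as hits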
Target sequence (Q9P0U3 419-644 limits assumed): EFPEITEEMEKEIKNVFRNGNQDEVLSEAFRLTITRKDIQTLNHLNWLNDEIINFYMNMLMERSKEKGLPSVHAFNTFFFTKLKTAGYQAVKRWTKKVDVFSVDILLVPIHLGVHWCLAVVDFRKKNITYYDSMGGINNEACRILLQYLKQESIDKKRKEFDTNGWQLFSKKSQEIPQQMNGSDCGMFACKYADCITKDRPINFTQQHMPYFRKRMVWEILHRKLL
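Material: hSENP1 catalytic domain, recombinant; medium: Tris pH 8 with BME, BSA, NP40 and catalase; compound: single concentration of 10 µM compound, 0.5% DMSO final; technique: FRET read of cyan and yellow fluorescence; timing: 50 min enzyme reaction, room temperature, light-protected; reagent: SFCypet-SUMO1-SFYpet substrate at 25 nM; control set: no-enzyme low, enzyme-DMSO high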
NLRP3 yeast inh: NALP3 inflammasome inhibitors in reconstituted yeast, primary screen, luminescence, uHTS | Yeast reconstituted NLRP3/ASC/caspase-1, beta-gal luminescence, 24 h | inhibition, % at 10 µM | 0.39% of 330,000 active | AID 2825, 2010;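 active means inhibition of 50% or more; inactive means inhibition below 50%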;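 further: plate controls were induced DMSO wells for no effect and uninduced yeast grown without galactose for full effect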
MIN6 prolif: inducers of MIN6 beta-cell proliferation, primary screen, ATP luminescence, uHTS; 0.29% of 330,000 active; proliferation, % at 10 µM; MIN6 cells proliferation, ATPlite luminescence, 48 h; cells starved in 0.2% serum; 100% = growth in 10% serum;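 active means compounds whose signal lies at least 3.5 SD above the mean of all wells on their plate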;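 further: 0% = DMSO-treated cells in low-serum medium and 100% = 10% serum control; some compounds called inactive have numbers as strong as hits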
mIAP activ: activators of mouse IAP, primary screen, biochemical, luminescence, uHTS. intestinal alkaline phosphatase [Mus musculus]. muIAP, CDP-Star luminescence, 30 min; active compounds read high; 1 = vehicle-only enzyme signal, 0 = enzyme-free wells. activation factor at 10 µM. 0.24% of 330,000 active;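 active means activation factor of at least 2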; further: the source names both 10 and 20 µM as test concentration; values of inactives mirror those of a sister screen read the other way
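Assay system: mouse IAP enzyme; reagent: chemiluminescent substrate CDP-Star; dosing: test compounds delivered from DMSO solution; schedule: 30 min at room temperature; measured by: luminescence from enzymatic CDP-Star hydrolysis; controls: DMSO-only wells and no-enzyme negative control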
A3A deaminase: APOBEC3A ssDNA deaminase inhibitors, primary screen, selectivity assay for APOBEC3G inhibitor project, biochemical, FAM/TAMRA oligo cleavage fluorescence; DNA dC->dU-editing enzyme APOBEC-3A (Homo sapiens), P31941; recombinant A3A, FAM/TAMRA ssDNA deamination fluorescence; inhibition, % at 20 µM; 0.41% of 330,000 active;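 active means at least 40% inhibition at 20 µM here, with at most 30% in a related deaminase screen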;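 further: plate controls were A3A with DMSO for no effect and wells lacking A3A enzyme for full effect; some results filed as inactive read as strong as hits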
Target sequence (P31941 whole entry, looked up): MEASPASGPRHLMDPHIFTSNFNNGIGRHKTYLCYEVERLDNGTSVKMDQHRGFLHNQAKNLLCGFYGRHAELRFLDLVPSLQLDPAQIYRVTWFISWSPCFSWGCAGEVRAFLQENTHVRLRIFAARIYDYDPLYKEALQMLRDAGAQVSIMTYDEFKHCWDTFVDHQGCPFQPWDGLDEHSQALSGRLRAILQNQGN
hIAP act: human IAP activators, primary screen, biochemical, luminescence, uHTS. Intestinal-type alkaline phosphatase (Homo sapiens), P09923. purified human IAP, CDP-Star luminescence, 30 min; active compounds read high; 1 = vehicle-only enzyme, 0 = enzyme-free background. activation factor at 10 µM. 0.16% of 330,000 active;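 active means activation factor of the enzyme at least 2-fold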; further: the source names both 10 and 20 µM as test concentration; values of inactives mirror those of a sister screen read the other way
The depositor's hits bear a star.

SMILES | MIN6 prolif | APOBEC3G inh | SENP1 inh | mIAP activ | hIAP inh | A3A deaminase | hIAP act | NLRP3 yeast inh | mIAP block
Cc1cc2nc(-c3ccccc3)cc(=O)n2[nH]1 | -3.1 | -9.1 | -1.8 | 0.937 | 4.5 | -3.9 | 0.955 | 5.4 | 6.3
Cc1sc(NC(=O)CN2CCCC2)nc1-c1ccc2c(c1)CCN2C(=O)c1ccc(F)cc1 | -4.1 | 3.4 | -7.0 | 0.875 | -17.7 | -0.5 | 1.18 | -7.1 | 12.5
O=C(O)c1ccc(N2C(=O)CC(N3C(=O)/C(=C/c4ccc(Cl)cc4)SC3=S)C2=O)cc1 (configuration not stated) | -2.6 | 2.5 | 3.8 | 0.852 | -27.1 | 7.5 | 1.27 | 18.1 | 14.8
Cc1ccc(C)c(OCC(O)CN2CCC(C)CC2)c1C (configuration not stated) | 2.7 | -1.1 | 0.3 | 1.1 | 9.7 | -2.2 | 0.903 | 8.9 | -10.1
NC(=O)C1(N2CCCCC2)CCN(C(=O)c2cccs2)CC1 | -1.2 | 3.5 | 0.6 | 1.02 | -2.3 | 1.2 | 1.02 | 12.2 | -1.8
CN(C)S(=O)(=O)Nc1cccc(-c2cn3c(n2)SCC3)c1 | -0.8 | -5.4 | 2.0 | 0.916 | 3.0 | -5.5 | 0.97 | 5.9 | 8.4
Cc1sc2nc(C3CC3)nc(SCC(=O)N3CC(=O)Nc4ccccc43)c2c1C | -3.8 | -2.3 | -7.4 | 1.15 | -26.4 | 2.0 | 1.26 | 20.3 | -14.7
COc1ccc(CCNC(=O)c2cccs2)cc1 | -2.8 | -0.5 | 1.2 | 0.997 | -24.9 | -7.4 | 1.25 | 21.2 | 0.3
CCSc1nc(-c2ccc(OC)cc2)ccc1C#N | -2.8 | 3.3 | -14.1 | 0.976 | -0.8 | -6.0 | 1.01 | 42.2 | 2.4
O=C(CSc1nnc(NC(=O)C2CC2)s1)Nc1cccc(F)c1 | -6.8 | -3.2 | 3.3 | 1.02 | 2.4 | 0.1 | 0.976 | 7.5 | -1.6
COc1ccc(-c2noc(CCCC(=O)NC3CCCCC3)n2)cc1 | -0.2 | -1.0 | 1.7 | 0.985 | -8.7 | 1.4 | 1.09 | 27.7 | 1.5
O=C(Nc1cc(Cl)cc(Cl)c1)C1CCCC1 | -2.1 | -1.6 | -1.4 | 1.29 | -5.2 | -2.5 | 1.05 | 20.6 | -28.6
CCn1c(COc2cccc(OC)c2)nnc1SCC(=O)N1CCOCC1 | 1.6 | -8.2 | 1.6 | 0.947 | 12.1 | -1.8 | 0.879 | 2.7 | 5.3
Cc1ccc(C(=O)Oc2oc(-c3ccccc3)nc2C=Nc2ccc(N(C)C)cc2)cc1 | -6.4 | -10.6 | -23.7 | 1.04 | 8.2 | -7.0 | 0.918 | 18.4 | -3.9
COc1cc(CN2CCC(n3nccc3NC(=O)CCCc3ccccc3)CC2)ccc1F | -2.5 | -5.4 | -0.3 | 1.72 | -100.9 | -4.0 | 2.01* | 3.0 | -71.6
Cc1[nH]n(-c2ccccc2)c(=S)c1C=NCCCN=Cc1c(C)[nH]n(-c2ccccc2)c1=S | -4.9 | 61.9* | -2.4 | 1.06 | -18.6 | 5.2 | 1.19 | 29.2 | -6.5
CC(C)(C)c1ccc(OCC(=O)N/N=C/c2ccc(N3CCOCC3)cc2)cc1 | -3.2 | -6.3 | -3.4 | 1.14 | 2.2 | -5.3 | 0.978 | 36.9 | -14.1
COc1ccccc1CCNC(=O)C1CCCO1 (configuration not stated) | -3.8 | -11.7 | 0.8 | 0.982 | 9.1 | -8.2 | 0.909 | 1.8 | 1.8
CC(=O)c1cc(CN2CCC(N3CCC(C(=O)N4CCCC4)CC3)CC2)cs1 | -2.7 | -6.3 | -2.3 | 1.01 | -1.1 | 2.6 | 1.01 | 15.3 | -1.4
Cc1nnc(NC(=O)c2ccc3ccccc3c2)o1 | -0.4 | -3.4 | -0.7 | 0.93 | -13.9 | -3.4 | 1.14 | 3.2 | 7.0
CC(=O)c1ccc(NC(=O)COC(=O)Cn2cnc3ccccc32)cc1 | 3.0 | -4.4 | 2.8 | 0.979 | 8.6 | -2.8 | 0.914 | 8.5 | 2.1
CCOC(=O)c1nn(-c2ccccc2)c2nnc(Cc3ccc(C)cc3)c(=O)n12 | 0.1 | -0.4 | 1.3 | 0.949 | 6.0 | 1.2 | 0.94 | 11.8 | 5.1
Cc1ccc(OCc2cc(C(=O)NC3CCCCC3)no2)cn1 | -4.8 | 2.4 | -0.6 | 1.06 | -17.3 | 1.3 | 1.17 | 45.1 | -6.0
Cc1ccc(S(=O)(=O)N2CCCC2C(=O)OCc2nc3ccccc3s2)cc1 (configuration not stated) | -3.1 | -0.4 | -2.6 | 0.972 | 2.6 | -7.1 | 0.974 | 9.4 | 2.8
O=S(=O)(c1ccc(Cl)cc1)N1CCN(C2CCN(Cc3ccccc3)CC2)CC1 | -0.7 | 1.0 | -5.4 | 0.962 | -15.0 | 4.6 | 1.15 | 24.8 | 3.8
CCc1ccc(N(C(=O)c2snc(C(N)=O)c2N)C(C(=O)NC2CCCC2)c2ccncc2)cc1 (configuration not stated) | 1.5 | -15.9 | -21.1 | 0.956 | 13.5 | -4.6 | 0.865 | 18.8 | 4.4
CNC(=S)NNC(=O)c1cc(-c2cccnc2)nc2ccccc12 | 0.5 | -2.9 | 2.4 | 0.881 | -50.2 | -2.7 | 1.5 | 16.7 | 11.9
CCN1CCc2c(sc(NC(=S)NC(=O)c3ccccc3)c2C#N)C1 | 1.8 | 14.2 | -18.3 | 1.05 | 2.9 | -3.9 | 0.971 | -4.6 | -4.6
OC(CN1CCN(c2ccc(C(F)(F)F)cn2)CC1)c1ccccc1 (configuration not stated) | -1.5 | -2.6 | 0.5 | 1.09 | -17.0 | -1.8 | 1.17 | 19.7 | -9.4
C#CCOCCOCCOCCNc1nc(N2CCN(C(=O)[C@H](CCCCN)n3cc([C@@H](N)C(C)CC)nn3)CC2)nc(N2CCN(C(=O)[C@H](Cc3ccc(O)cc3)n3cc([C@@H](N)CC(C)C)nn3)CC2)n1 (some centres not stated) | -1.2 | -1.0 | -0.5 | 0.948 | -14.0 | 2.0 | 1.14 | -1.8 | 5.2

Some of these compounds in order of count of non-hydrogen atoms, lowest first:
SMILES | MIN6 prolif | APOBEC3G inh | SENP1 inh | mIAP activ | hIAP inh | A3A deaminase | hIAP act | NLRP3 yeast inh | mIAP block
CCn1c(COc2cccc(OC)c2)nnc1SCC(=O)N1CCOCC1 | 1.6 | -8.2 | 1.6 | 0.947 | 12.1 | -1.8 | 0.879 | 2.7 | 5.3
Cc1ccc(S(=O)(=O)N2CCCC2C(=O)OCc2nc3ccccc3s2)cc1 (configuration not stated) | -3.1 | -0.4 | -2.6 | 0.972 | 2.6 | -7.1 | 0.974 | 9.4 | 2.8
COc1cc(CN2CCC(n3nccc3NC(=O)CCCc3ccccc3)CC2)ccc1F | -2.5 | -5.4 | -0.3 | 1.72 | -100.9 | -4.0 | 2.01* | 3.0 | -71.6

Following part:
SMILES | MIN6 prolif | APOBEC3G inh | SENP1 inh | mIAP activ | hIAP inh | A3A deaminase | hIAP act | NLRP3 yeast inh | mIAP block
O=C(NCCS(=O)(=O)N1CCN(c2cccc(Cl)c2)CC1)C1CCCC1 | 3.2 | -4.8 | 1.7 | 0.917 | 3.8 | 3.0 | 0.962 | 40.6 | 8.3
CC1CCCC(C)N1/N=C/c1cccc([N+](=O)[O-])c1 (configuration not stated) | -3.7 | -1.5 | 3.1 | 0.875 | 5.4 | -7.3 | 0.946 | -28.9 | 12.5
CCOC(=O)C1=C(CNCCc2ccc(Cl)cc2)NC(=O)NC1c1cccc([N+](=O)[O-])c1 (configuration not stated) | -4.0 | -5.5 | 1.3 | 0.973 | -5.5 | -2.0 | 1.05 | 8.0 | 2.7
CCOc1ccc(-n2c(=S)sc3c(=O)n(-c4ccc(F)cc4)c(SCC(=O)O)nc32)cc1 | -3.0 | -7.9 | 1.3 | 0.932 | 11.2 | -3.8 | 0.888 | 23.0 | 6.8
COc1ccc(CNC(=O)CN(C(=O)c2csnn2)c2ccccc2F)cc1 | -0.3 | -5.3 | 2.5 | 1.01 | 5.2 | 4.4 | 0.948 | 7.2 | -1.2
COc1ccc(OCC(=O)OC(C)CN2CCOCC2)cc1 (configuration not stated) | -2.0 | -0.9 | 1.7 | 0.981 | 0.1 | 2.6 | 0.999 | 11.9 | 1.9
CC(=O)N(c1ccc2oc(=O)sc2c1)S(=O)(=O)c1ccc(C(=O)O)cc1 | -1.5 | 6.4 | 1.1 | 0.865 | -13.1 | 2.9 | 1.13 | 13.0 | 13.5
Cc1ccc(NC(=S)N2CCC(N(C)CC3CCCO3)CC2)cc1C (configuration not stated) | -3.6 | -4.4 | 1.1 | 1.01 | -17.3 | -2.3 | 1.17 | 11.6 | -1.2
CCCCN1C(=O)C(NC(=O)c2cccnc2)(C(F)(F)F)C2=C1CC(C)(C)CC2=O (configuration not stated) | -4.2 | 2.7 | -1.5 | 0.935 | -13.0 | 0.8 | 1.13 | 6.8 | 6.5
Cc1cc(NC(=O)c2cc(-c3ccncc3)nc3c(C)cccc23)no1 | -3.3 | -2.1 | 2.0 | 0.937 | 9.0 | -3.6 | 0.91 | 11.6 | 6.3
CCOc1ccc(NC(=O)COc2ccc(S(=O)(=O)N3CCOCC3)cc2)cc1 | 0.7 | -7.0 | -1.0 | 1.19 | -16.1 | -3.4 | 1.16 | -7.0 | -18.6
CN(C)c1ncc(S(=O)(=O)c2ccc(Cl)cc2)c(-c2ccccc2)n1 | -4.5 | -4.8 | 0.2 | 1.02 | 10.6 | -4.1 | 0.894 | 6.9 | -2.1
COc1ccc(Cl)c2sc(N3CCN(C(=O)c4ccco4)CC3)nc12 | 3.1 | -5.4 | 2.3 | 0.97 | -9.6 | -2.9 | 1.1 | 30.4 | 3.0
COc1cccc(NC(=S)N2CCC(Cc3ccccc3)CC2)c1 | -7.3 | -3.1 | 4.7 | 0.986 | -13.1 | -0.3 | 1.13 | 30.0 | 1.4
Cc1ccc(-c2ccc(=O)n(CC(=O)NCc3ccc(F)cc3)n2)cc1 | 0.7 | -3.2 | 3.0 | 0.921 | 1.7 | -1.8 | 0.983 | 8.6 | 7.9
O=C(COC(=O)CCCSc1nc2ccccc2[nH]1)Nc1ccc(Oc2ccccc2)cc1 | 0.0 | -3.8 | 0.2 | 1 | -1.7 | -2.2 | 1.02 | 10.1 | -0.2

Only part of the results is shown; the hit share may differ from the screen's.
